Casp6 inh: caspase-6 (human) enzyme inhibition; P55212; purified caspase-6, Z-VEID-R110 cleavage fluorescence; inhibition, % at 12.5 µM; 0.53% of 350,000 active;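 active means mean inhibition across replicates at least about 35%, with every replicate also reaching that limit, limit read from the data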;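 further: 0% = median of neutral control wells and 100% = no fluorescence left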
Target sequence (P55212 24-179 limits assumed): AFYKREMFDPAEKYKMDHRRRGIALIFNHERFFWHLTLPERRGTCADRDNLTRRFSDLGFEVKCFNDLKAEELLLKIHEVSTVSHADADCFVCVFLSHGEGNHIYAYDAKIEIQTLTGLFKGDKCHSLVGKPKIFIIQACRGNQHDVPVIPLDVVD
Target sequence (P55212 194-293 limits assumed): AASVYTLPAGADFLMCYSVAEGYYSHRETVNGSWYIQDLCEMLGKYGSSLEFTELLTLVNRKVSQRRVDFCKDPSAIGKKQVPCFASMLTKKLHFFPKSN
S100A4 MyoIIA: blocks human S100A4 binding to myosin IIA peptide. P26447. S100A4/TAMRA-MyoIIA peptide fluorescence polarization. inhibition, % at 10.7 µM. 0.14% of 360,000 active;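 active means mean inhibition of at least 70% across replicates, with every replicate also reaching that level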
Target sequence (P26447 whole entry, looked up): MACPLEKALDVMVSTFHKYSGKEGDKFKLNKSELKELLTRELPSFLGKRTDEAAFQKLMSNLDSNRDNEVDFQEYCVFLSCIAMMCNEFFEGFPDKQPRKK
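Test system – S100A4 monomer (human) · Compound – single-point compound testing · Schedule – 5 min incubation before reading · Probe or stimulus – TAMRA-labelled myosin IIA heavy-chain peptide probe, 5 nM · Benchmarks – neutral control DMSO, positive control TFP · Medium – Calcium-containing HEPES buffer, pH 7.2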
FN deposit inh: fibronectin deposition inhibition; 0.086% of 350,000 active; inhibition, % at 12.6 µM; AID 743247; AH1F fibroblasts, Alexa488-fibronectin deposition fluorescence, overnight;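 active means mean inhibition across replicates of 30% or more, regardless of how many single replicates reach that level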;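 further: positive control wells lacked labelled fibronectin entirely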
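Assay system: AH1F fibroblasts / Quantity: 10000 cells per well / Medium: DMEM plus 2% serum, read in PBS / Reagent: labelled fibronectin 24 nM / Dosing: single dose, pinned / Times: 1 h cell attachment, overnight exposure to compound and label / Signal: fluorescence, ex 485 nm, em 525 nm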
esBAF inh: blocks esBAF chromatin remodeling in mouse ES cells. 2% of 350,000 active. Bmi1-luciferase knock-in reporter, 24 h; 100% = twice the neutral-well signal. reporter increase, % at 12.5 µM. AID 602393; in the data active means activation above about 40%;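 further: 0% = median of the plate's neutral control wells and 100% = double that signal; a rise in the Bmi1 reporter signal indicates esBAF inhibition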
LGR2 inh: blocks bursicon-induced cAMP signaling via Drosophila LGR2; 0.35% of 380,000 active; HEK293 LGR2, CRE-luciferase, bursicon-stimulated, 4 h; inhibition, % at 9.99 µM;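 active means drop in luminescence signal, shown as inhibition above about 50% in the replicate tests, limit read from the data, passing the limit was not always enough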;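 further: agonist challenge used bursicon conditioned medium at about half maximal strength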
C2C12 statin: suppression of simvastatin myotoxicity; C2C12 myotubes + simvastatin, ATP luminescence, 48 h; scaled: DMSO 0, geranylgeraniol control 100; rescue of ATP level, % at 7.49 µM; 0.78% of 330,000 active;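 active means mean ATP rescue above about 67%, or every replicate alone reaching that limit, limit read from the data, passing the limit was not always enough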;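 further: myotubes were challenged with 10 µM simvastatin during compound exposure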
SIRT5 block: inhibitors of human sirtuin-5 desuccinylase; Q9NXA8; Purified SirT5, succinyl-peptide AMC, trypsin-coupled fluorescence; inhibition, % at 15 µM; 1.1% of 330,000 active; AID 652115; in the data active means inhibition above about 15%
Target sequence (Q9NXA8 whole entry, looked up): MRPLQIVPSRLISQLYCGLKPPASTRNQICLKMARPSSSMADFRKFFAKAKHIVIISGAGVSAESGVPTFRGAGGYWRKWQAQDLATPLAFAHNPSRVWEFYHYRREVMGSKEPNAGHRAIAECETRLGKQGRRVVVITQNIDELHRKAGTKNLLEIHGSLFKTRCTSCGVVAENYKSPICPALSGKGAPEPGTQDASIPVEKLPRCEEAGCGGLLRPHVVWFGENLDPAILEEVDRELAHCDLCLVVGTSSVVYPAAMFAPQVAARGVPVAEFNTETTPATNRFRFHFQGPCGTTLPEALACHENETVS
Active calls of the source: *; · = no result given; & = joins results of further samples.

SMILES	Casp6 inh	S100A4 MyoIIA	FN deposit inh	esBAF inh	LGR2 inh	C2C12 statin	SIRT5 block
O=S(=O)(Cc1ccccc1Cl)N1CCCC1	-1	0	-12	1	25	-3	5
COc1ccccc1N1CCN(S(=O)(=O)c2cnc[nH]2)CC1	0	-1	2	-1	8	-3	-4
COc1cc(Cl)c(C)cc1NC(=O)COc1cc(C)nc(C(C)C)n1	·	·	-4	-8	·	1	·
Cc1cc(C)n2c(SCC(O)=C(C#N)c3nc4ccccc4[nH]3)nnc2n1	6	2	-3	-8	-24	-1	·
Cc1cc(C(=O)COC(=O)c2nc3nccc(C)n3n2)c(C)n1CC1CCCO1 (configuration not stated)	-1	-9	-2	-5	-44	6	8
O=C(Cc1ccccn1)NCC[C@H]1CC[C@@H](NC(=O)Nc2ccc(F)cc2)[C@H](CO)O1	-7	3	·	2	-9	-4	-1
Cc1ccc(S(=O)(=O)NC(C)C(c2cccs2)N2CCOCC2)cc1 (configuration not stated)	3	-2	-3	1	12	-12	-3
COc1ccc(C(=O)NC(=S)Nc2ccccc2N2CCOCC2)cc1Br	1	-10	-1	·	2	·	7
Cc1ccc(OC(=O)CN2C(=O)c3ccccc3C2=O)cc1C	3	-2	5	·	31	·	-2
Cc1ccc(S(=O)(=O)Nc2ccc3c(c2)C(=O)N([C@@H](C)CO)C[C@@H](C)[C@H](CN(C)Cc2ccc4c(c2)OCO4)O3)cc1	0	-10	·	-2	-4	37	-5
COc1ccc(C)cc1NC(=O)CSc1nc2scc(C)c2c(=O)[nH]1	6	-1	·	-5	1	8	4
Cc1ccc(C(=O)N2N=C(c3ccc(Br)cc3)CC2c2ccccc2O)cc1 (configuration not stated)	1	-10	-2	2	-2	31	-2
CNC[C@@H]1Oc2ccc(NS(C)(=O)=O)cc2C(=O)N([C@H](C)CO)C[C@H]1C	-3	-3	·	0	-3	43	-3
COc1cc(CN2CCCC(CO)(Cc3ccccc3F)C2)ccc1O (configuration not stated)	-2	-1	-2	-2	22	14	-3
Cc1ccc(CCN2CC(C(=O)NC3CCC(C)CC3)CC2=O)cc1 (configuration not stated)	1	-1	-2	2	-1	2	·
CC(=O)NC1=NN(C(C)=O)C(C)(CS(=O)(=O)c2ccc(C)c(C)c2)S1 (configuration not stated)	-4	-7	·	4	-10	16	0
O=C(NCc1ccco1)c1cc(S(=O)(=O)N2CCOCC2)ccc1Cl	·	·	-3	-1	·	-1	·
N#CC1C(=O)Nc2cccnc21 (configuration not stated)	59*	7	-4	1	5	8	-21
C[C@@H]1CN([C@@H](C)CO)C(=O)c2cc(NC(=O)c3ccccc3)ccc2O[C@@H](C)CCCCO[C@H]1CN(C)S(=O)(=O)c1cn(C)cn1	0	-2	3	·	3	·	2
CCCc1cc(C(=O)OCC(=O)NCCc2ccccc2)sc1C	2	-3	-7	4	4	-3	·

10 structures from above, arranged by molecular weight, low to high:
SMILES	Casp6 inh	S100A4 MyoIIA	FN deposit inh	esBAF inh	LGR2 inh	C2C12 statin	SIRT5 block
N#CC1C(=O)Nc2cccnc21 (configuration not stated)	59*	7	-4	1	5	8	-21
O=S(=O)(Cc1ccccc1Cl)N1CCCC1	-1	0	-12	1	25	-3	5
Cc1ccc(CCN2CC(C(=O)NC3CCC(C)CC3)CC2=O)cc1 (configuration not stated)	1	-1	-2	2	-1	2	·
CCCc1cc(C(=O)OCC(=O)NCCc2ccccc2)sc1C	2	-3	-7	4	4	-3	·
COc1cc(Cl)c(C)cc1NC(=O)COc1cc(C)nc(C(C)C)n1	·	·	-4	-8	·	1	·
Cc1cc(C)n2c(SCC(O)=C(C#N)c3nc4ccccc4[nH]3)nnc2n1	6	2	-3	-8	-24	-1	·
Cc1cc(C(=O)COC(=O)c2nc3nccc(C)n3n2)c(C)n1CC1CCCO1 (configuration not stated)	-1	-9	-2	-5	-44	6	8
COc1ccc(C(=O)NC(=S)Nc2ccccc2N2CCOCC2)cc1Br	1	-10	-1	·	2	·	7
Cc1ccc(S(=O)(=O)Nc2ccc3c(c2)C(=O)N([C@@H](C)CO)C[C@@H](C)[C@H](CN(C)Cc2ccc4c(c2)OCO4)O3)cc1	0	-10	·	-2	-4	37	-5
C[C@@H]1CN([C@@H](C)CO)C(=O)c2cc(NC(=O)c3ccccc3)ccc2O[C@@H](C)CCCCO[C@H]1CN(C)S(=O)(=O)c1cn(C)cn1	0	-2	3	·	3	·	2

Next part.
SMILES	Casp6 inh	S100A4 MyoIIA	FN deposit inh	esBAF inh	LGR2 inh	C2C12 statin	SIRT5 block
O=C(NCc1ccccc1)c1ccc(COCC(F)(F)F)o1	-3	-2	·	-2	1	-8	0
COc1ccc([N+](=O)[O-])cc1N(CC(=O)N1CCCCC1)S(C)(=O)=O	-1	-2	4	-3	-8	12	2
COc1ccc(-c2cc(C(=O)N3CCN(c4ccccc4)CC3)no2)cc1	1	-1	-3	60*	-41	24	-3
COCCn1c(C)cc(/C=N/NC(=O)c2cccnc2)c1C	3	0	0	·	6	·	3
C[C@H]1CCCCO[C@H](CN(C)C)[C@@H](C)CN([C@@H](C)CO)C(=O)c2cc(NC(=O)Nc3ccc4c(c3)OCO4)ccc2O1	-4	-22	·	-3	6	10	0
C[C@@H]1CCCCO[C@H](CN(C)C(=O)NC2CCCCC2)[C@@H](C)CN([C@H](C)CO)C(=O)c2cc(N(C)C)ccc2O1	0	1	-7	-1	-6	7	3
NC(=O)NCCC1=CCCCC1	·	·	-7	0	·	4	·
CN(CC(=O)Nc1ccc(C(N)=O)cc1)CC(=O)Nc1ccccc1Br	-3	17	4	-7	18	2	-1
CCOc1ccc(-c2cnc3n2CCCCC3)cc1	-1	-7	-1	12	-5	1	-3
COc1ccc(NC(=O)N(C)C[C@H]2Oc3ccc(N(C)C)cc3C(=O)N([C@H](C)CO)C[C@H]2C)cc1	-5	-5	-10	-7	8	34	1
CCC(=O)Nc1c(C#N)c2nc3ccccc3nc2n1-c1ccc(C)cc1	54*	1	9	·	-3	·	-1
O=C(Nc1cc(C(F)(F)F)ccc1Cl)C(=O)N1CCCCC1	2	-6	1	·	·	·	·
CN(CCOc1ccc(Cl)cc1)C(=O)c1ccccc1SCC(=O)N1CCCC1	-2	1	0	-1	10	2	-5
C[C@@H]1CN([C@@H](C)CO)C(=O)c2cc(NC(=O)Nc3cccc4ccccc34)ccc2O[C@@H]1CN(C)C(=O)Nc1cccc2ccccc12	1	-17	·	3	19	-7	6
CC(=O)c1ccc2c3c(ccc([N+](=O)[O-])c13)CC2	-6	2	-8	-16	-1	11	·
N#C[C@@H]1[C@@H](c2ccc(C#Cc3ccccc3F)cc2)[C@H](CO)N1C(=O)C1CCOCC1	2	-10	4	10	1	-11	3
Cc1ccc(CN2CCN(Cc3ccc(O)cc3)CC2CCO)o1 (configuration not stated)	-5	-5	-5	·	7	·	-2
CO[C@@H]1CN(C)C(=O)c2ccc(NC(=O)C3CC3)cc2OC[C@@H](C)N(C(=O)c2ccccn2)C[C@H]1C	1	-2	-17	·	-8	·	·
COc1ccc(NS(=O)(=O)c2cccc(C(=O)N3CCCCCC3)c2)cc1	-155	-8	3	-9	-19	-3	-6
Cn1cccc1Cc1nnc(SCC(=O)Nc2ccc(F)cc2F)n1-c1ccc(F)cc1	-1	-3	2	3	-2	-9	·
CCCNC(=O)Nc1ccc2c(c1)OC[C@@H](C)N(CCC(F)(F)F)C[C@@H](C)[C@H](OC)CN(C)C2=O	0	2	4	·	-3	·	5
C[C@@H]1CN([C@H](C)CO)C(=O)c2cc(NS(=O)(=O)c3ccc(Cl)cc3)ccc2O[C@@H](C)CCCCO[C@H]1CN(C)S(=O)(=O)c1ccccc1	3	-56	-2	·	9	·	19*
COc1cc(-c2cc[n+](C)cc2)ccc1O	1	-4	-3	-5	-10	1	·
O=C1CN(Cc2ccc(F)cc2)C[C@@H]2[C@H](c3ccc(-c4ccccc4)cc3)[C@H](CO)N12	5	1	·	·	1	·	-4
CN(C)S(=O)(=O)c1ccc(NC(=O)COc2cccc3c2OC(C)(C)C3)cc1	-4	2	-8	-7	-6	-10	-3
COC(=O)[C@]12CCCCC=C1N(CCC1=CCCCC1)C(=O)[C@H](CC(=O)NCCCCc1ccccc1)C2	3	0	-5	·	8	·	8
COc1ccc(C(O)c2nc(-c3cccc(CO)c3)cs2)cc1 (configuration not stated)	3	-2	·	5	-21	1	2
COc1ccc(OC)c(C2C(C(=O)c3cccs3)=C(O)C(=O)N2CCN(C)C)c1 (configuration not stated)	·	·	3	2	·	-4	·
Cc1nn(C)cc1CNC(=O)c1cc2n(n1)C(C(F)(F)F)CC(c1cccs1)N2 (configuration not stated)	-5	5	·	5	5	14	0
CCCCCn1c(=O)[nH]c2cc(C(=O)N3CCN(C(=O)OCC)CC3)ccc2c1=O	1	1	8	-12	20	-4	-1
CNC[C@H]1Oc2ccc(NC(=O)Cc3cn(C)c4ccccc34)cc2CC(=O)N([C@@H](C)CO)C[C@H]1C	0&-8	6&3	10	-2&2	-6&2	36&9	1
O=C(Cc1cccnc1)N1CC(=O)N2[C@H](CO)[C@@H](c3ccc(C#CC4CC4)cc3)[C@@H]2C1	1	-20	3	·	2	·	-4
C[C@H]([C@@H](N)C(=O)N[C@@H](C(=O)O)[C@@H]1O[C@H](n2ccc(=O)[nH]c2=O)[C@@H](O)[C@H]1O)[C@@H](O)c1ccc(O)cn1	4	-4	-5	5	1	13	-2
CCCCn1c(N)c(N(CCC(C)C)C(=O)c2ccc3c(c2)OCO3)c(=O)[nH]c1=O	-1	1	·	-3	-6	-1	0
CCc1nnc(NC(=O)c2cc(C)oc2C)s1	-1	5	·	8	-61	2	0
O=Cc1cn(CC(=O)Nc2ccc3c(c2)OCO3)c2ccccc12	-3	-2	-1	·	-4	·	-5
COc1ccccc1-c1ccc2c(c1)O[C@H](CN(C)S(=O)(=O)c1ccc(F)cc1)[C@@H](C)CN([C@@H](C)CO)S2(=O)=O	0	0	·	-4	8	-26	23*
COc1ccc(OC)c(NC(=O)C2CCCC2)c1	·	·	-5	-3	·	-7	·
O=C(C[C@@H]1CC[C@@H](NC(=O)C2CCC2)[C@@H](CO)O1)NC1CCC1	7	3	·	0	-4	-4	-2
COc1ccc(C(=O)NC2CCCCCC2)cc1S(=O)(=O)N1CCOCC1	0	-6	·	-6	-4	2	-2
O=C(c1ccc2nc[nH]c2c1)N1CCN(c2ncc(C(F)(F)F)cc2Cl)CC1	3	0	-3	-1	12	-5	-1
COc1ccc(S(=O)(=O)N(C)C[C@H]2OCc3ccccc3-c3ccccc3C(=O)N([C@@H](C)CO)C[C@@H]2C)cc1	2	15	-13	-4	21	18	0
Cc1nc(-c2ccc(S(=O)(=O)N3CCN(c4ccccc4)CC3)cc2)co1	-2	-6	-4	10	-8	10	-2
N#CC1CC(c2ccccc2)=NN1c1ccccc1[N+](=O)[O-] (configuration not stated)	-2	1	6	52*	-46	10	0
COc1ccc(CNC(=O)c2sc(=S)n(-c3ccccc3)c2N)cc1	2	5	6	·	-8	·	·
O=[N+]([O-])c1ccc(N/N=C/c2cccnc2)cc1	1	-1	-5	34	-9	-8	-2
O=C(CSc1nnc(-c2ccccc2)o1)N1CCCC1	2	-5	3	2	-26	3	1
COc1ccc(-c2[nH]c(-c3ccc(F)cc3)nc2SCC(=O)NCc2ccco2)cc1OC	-3	-3	-9	4	·	-23	5
Cc1nn(C)cc1NC(=O)C[C@H]1CC[C@@H]2[C@@H](COc3ccc(NC(=O)C4CCOCC4)cc3C(=O)N2C)O1	3	-8	5	1	-12	-12	2
CO[C@@H]1CN(C)C(=O)c2cc(NC(=O)Nc3cccc(F)c3)ccc2OC[C@@H](C)N(C(=O)C2CC2)C[C@@H]1C	·	·	-9	4	-36	2	·
CC(C)NC(=O)N(C)C[C@H]1Oc2ccc(NC(=O)C3CCCCC3)cc2CC(=O)N([C@H](C)CO)C[C@H]1C	3	7	·	1	-4	5	-2
Cc1ccccc1NC(=O)COC(=O)c1cccc(S(=O)(=O)N2CCCCC2)c1	7	2	-5	0	-5	-7	-1

Source: PubChem (Broad Institute)

Some of the compounds tested. The share of hits here may be higher or lower than overall.
